EWS-Fli inh: inhibitors of EWS/Fli oncoprotein transcriptional activity; A673 NR0B1-luciferase reporter, viability-normalised; AID 651661; 350,000 compounds, 0.67% hits; inhibition, % at 12.6 µM;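 active = mean inhibition of at least 50% after viability correction, with every replicate also passing that limit; inconclusive = mean reaches 50% but only one of two replicates passes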;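 note: firefly luciferase signal divided by Alamar Blue viability fluorescence both relative to DMSO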
PAX8 reporter: inhibitors of PAX8 transcriptional activity in RMG-I cells; inhibition, % at 12.6 µM; RMG-I TPO-luciferase reporter, SteadyGlo, 24 h; 360,000 compounds, 1.2% hits;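 active = mean replicate inhibition at least 60% with every replicate also reaching 60%; inconclusive = only one of the two criteria is met; inactive = mean below 60% and not all replicates reaching 60%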;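 note: luciferase light reporting Pax8 driven TPO promoter activity; plate controls were median of neutral control wells for no effect and mitoxantrone controls for full effect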
PGC1a acetyl inh: lowers PGC1a acetylation signal in U2OS cells; AlphaScreen anti-acetyl-lysine; with virally co-expressed GCN5 acetyltransferase; 350,000 compounds, 0.17% hits; inhibition, % at 15.6 µM;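 active = every replicate shows inhibition of at least 40%; inconclusive = mean inhibition at least 40% but some replicate below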;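 note: 0% = neutral control wells and 100% = positive control wells; some results beyond the cut were filed as inactive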
PglD inh: blocks C. jejuni PglD acetyltransferase activity | purified PglD enzyme, DTNB colorimetric CoA detection | inhibition, % at 12.5 µM | 360,000 compounds, 0.098% hits; in the data active = inhibition above about 16%, passing the limit was not always enough; inconclusive = no clear call, values can overlap the other calls; note: strong numbers were not always called active
ERAP1 inh: ERAP1 (human) enzyme inhibition; Q9NZ08; recombinant ERAP1, Leu-AMC fluorescence, 60 min; inhibition, % at 10.7 µM; 340,000 compounds, 0.15% hits; AID 652197;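 active = mean replicate inhibition of at least 30%, or all replicates individually reaching that 30% level; inactive = mean below 30% and not every replicate reaching it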;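 note: 0% = neutral control wells and 100% = L-leucinethiol positive control wells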
Target sequence (Q9NZ08 whole entry, looked up): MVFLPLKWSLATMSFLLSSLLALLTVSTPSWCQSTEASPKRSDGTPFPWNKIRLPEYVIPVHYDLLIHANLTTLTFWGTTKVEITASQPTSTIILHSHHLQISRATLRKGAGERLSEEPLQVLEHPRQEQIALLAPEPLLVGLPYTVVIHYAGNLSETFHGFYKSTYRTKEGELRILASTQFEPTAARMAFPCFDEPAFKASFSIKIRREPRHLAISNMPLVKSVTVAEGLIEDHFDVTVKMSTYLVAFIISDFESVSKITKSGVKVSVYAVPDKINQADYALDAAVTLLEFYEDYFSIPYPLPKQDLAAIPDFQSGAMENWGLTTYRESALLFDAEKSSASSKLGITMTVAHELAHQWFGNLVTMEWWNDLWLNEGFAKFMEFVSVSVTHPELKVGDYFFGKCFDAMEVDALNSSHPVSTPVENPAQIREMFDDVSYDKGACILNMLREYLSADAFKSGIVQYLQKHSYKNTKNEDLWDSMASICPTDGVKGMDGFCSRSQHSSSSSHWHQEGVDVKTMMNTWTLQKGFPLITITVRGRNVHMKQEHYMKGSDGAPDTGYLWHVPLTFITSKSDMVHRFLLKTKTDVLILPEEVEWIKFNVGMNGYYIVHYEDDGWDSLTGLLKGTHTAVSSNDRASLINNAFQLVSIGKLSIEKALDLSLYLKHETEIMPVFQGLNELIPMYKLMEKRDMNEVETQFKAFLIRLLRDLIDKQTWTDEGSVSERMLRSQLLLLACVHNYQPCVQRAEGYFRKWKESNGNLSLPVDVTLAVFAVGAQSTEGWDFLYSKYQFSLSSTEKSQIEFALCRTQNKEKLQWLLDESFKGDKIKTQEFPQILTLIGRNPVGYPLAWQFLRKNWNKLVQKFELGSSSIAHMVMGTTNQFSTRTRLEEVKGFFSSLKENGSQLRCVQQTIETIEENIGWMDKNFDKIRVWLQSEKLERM
S100A4 inh HTS: inhibitors of human S100A4 binding to myosin IIA peptide; S100A4/TAMRA-MyoIIA peptide fluorescence polarization; inhibition, % at 10.7 µM; 360,000 compounds, 0.14% hits; AID 652163;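 active = mean inhibition of at least 70% across replicates, with every replicate also reaching that level; inconclusive = mean inhibition reaches 70% but some replicates fall short; inactive = mean inhibition below 70%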
Target sequence (P26447 whole entry, looked up): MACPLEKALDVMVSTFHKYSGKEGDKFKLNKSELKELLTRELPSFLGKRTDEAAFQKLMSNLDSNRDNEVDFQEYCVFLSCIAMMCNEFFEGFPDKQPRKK
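Test system: S100A4 monomer protein; Medium: HEPES pH 7.2 with CaCl2, KCl, NaCl, DTT, Triton; Probe or stimulus: TAMRA-labelled myosin IIA heavy-chain peptide probe, 5 nM; Doses: one dose per compound; Times: polarization read 5 min after assay mix addition, stable 5–60 min; Benchmarks: neutral control DMSO, positive control TFP.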
LGR2 antag: inhibitors of bursicon-induced Drosophila LGR2 receptor cAMP signaling. HEK293 LGR2, CRE-luciferase, bursicon-stimulated, 4 h. inhibition, % at 9.99 µM. 380,000 compounds, 0.35% hits. AID 720647;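 active = drop in luminescence signal, shown as inhibition above about 50% in the replicate tests, limit read from the data, passing the limit was not always enough; inconclusive = probably only some replicates passing the limit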;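 note: agonist challenge used bursicon conditioned medium at about half maximal strength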
FN deposition inh: fibronectin deposition inhibition. AID 743247. inhibition, % at 12.6 µM. AH1F fibroblasts, Alexa488-fibronectin deposition fluorescence, overnight. 350,000 compounds, 0.086% hits;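 active = mean inhibition across replicates of 30% or more, regardless of how many single replicates reach that level; inconclusive = mean under 30% yet at least half of replicates reach 30%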;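 note: positive control wells lacked labelled fibronectin entirely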
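Material: AH1F fibroblast monolayer depositing Alexa488-labelled fibronectin into matrix / Amount: 10000 AH1F cells per well / Signal: fluorescence 485/525 nm / Medium: DMEM, 2% serum / Compound: single dose, pinned / Incubation: 1 h cell adhesion before compound, then overnight fibronectin incubation / Reagent: Alexa488-FN, 24 nM final / Read-out: inhibition of fibronectin deposition signal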
Active calls of the source: *; ? = inconclusive; . = not tested or not shown.

cpd	mol	EWS-Fli inh	PAX8 reporter	PGC1a acetyl inh	PglD inh
1	CC1=CSC2=NS(=O)(=O)CCN12	5	-33	14	-7
2	O=C(COC(=O)/C=C/c1ccc(OC(F)F)cc1)NC(=O)NCc1ccccc1	-6	-9	0	0
3	COc1ccc(-n2nc(C(=O)NCC(=O)N3CCC(C)CC3)c3ccccc3c2=O)cc1	-32	-60	-15	-4
4	O=C(Cn1ccccc1=S)c1ccc(Cl)c(Cl)c1	7	-7	1	4
5	O=c1c2ccccc2nnn1CSc1ccccc1F	.	-98	0	0
6	C#Cc1ccc([C@@H]2C=C(C(=O)NCc3ccccc3)O[C@H](OCc3ccc(CO)cc3)C2)cc1	13	-10	.	-1
7	CCc1nccn1CCC(=O)N1CCCC(N2CCN(c3cccc(Cl)c3)CC2)C1 (centres undefined)	-47	-89	.	.
8	O=C(O)C1(c2ccccc2)CCN(S(=O)(=O)c2ccc(F)c(F)c2)CC1	-1	-4	.	-3
9	NS(=O)(=O)c1ccc(NNC(=O)c2cccs2)cc1	14	12	14	.
10	Cc1ccc(NC(=O)c2cc3c(s2)CCCC3)cc1S(=O)(=O)Nc1ccccc1Cl	.	20	.	-2
11	COc1ccc(C(=O)CSC#N)cc1OC	10	-3	.	.
12	COc1ccc(NC(=O)CCC(=O)N(Cc2ccc(OC)c(OC)c2)c2nccs2)c(OC)c1	-16	-7	-5	.

cpd	ERAP1 inh	S100A4 inh HTS	LGR2 antag	FN deposition inh
1	-1	1	-11	0
2	-4	6	14	4
3	4	-7	-2	-2
4	4	9	5	-8
5	.	.	-37	-1
6	14	-7	16	-4
7	1	48	-19	5
8	1	-2	2	6
9	1	-2	-1	2
10	.	.	20	11
11	0	-24	.	0
12	-3	3	.	9

New compounds follow
cpd	mol	EWS-Fli inh	PAX8 reporter	PGC1a acetyl inh	PglD inh
13	CCC(=O)N1c2ccc(S(=O)(=O)NCc3ccccc3)cc2CC1C (centres undefined)	-2	-16	-16	-3
14	CC(=O)Nc1ccc(N2C(=O)CC(N3CCSCC3)C2=O)cc1 (centres undefined)	1	-4	-1	.
15	Cc1ncc([N+](=O)[O-])n1CC(=O)Nc1ccccc1F	4	5	6	-5
16	CCC(=O)N1CCc2cc(S(=O)(=O)CCC(=O)NCc3ccco3)ccc21	-6	-2	.	.
17	N#CCC(=O)Nc1ccc(C(=O)OCC(=O)C23CC4CC(CC(C4)C2)C3)cc1	-9	-23	.	-5
18	COc1ccccc1-c1ccc2c(c1)O[C@H](CN(C)C(=O)Nc1cccc(F)c1)[C@@H](C)CN([C@@H](C)CO)S2(=O)=O	15	.	-12	2
19	COC(=O)[C@@]1(Cc2ccc(OC)cc2)[C@H]2c3cc(C(=O)N4CCCC4)n(Cc4ccc(OC)c(OC)c4)c3C[C@H]2CN1C(=O)c1ccccc1	17	0	.	.
20	O=C(COC(=O)CN1C(=O)C2CCCCC2C1=O)Nc1c(Cl)cccc1Cl (centres undefined)	3	0	10	2
21	CCOC(=O)c1cnc2c(C#N)cnn2c1N	-2	4	.	.
22	CCOC(=O)C1CCN(C(=O)c2c(C)oc3c2C(=O)c2ccccc2C3=O)CC1	?	50	16	2
23	CCCn1c(SCC(=O)NNC(=O)c2ccc(C)cc2)nnc1C(C)C	-2	-21	9	3
24	COc1ccccc1C(=O)Nc1ccc2c(c1)OC[C@H](C)N(C(C)=O)C[C@@H](C)[C@@H](OC)CN(C)C2=O	6	14	14	-1

cpd	ERAP1 inh	S100A4 inh HTS	LGR2 antag	FN deposition inh
13	-4	-3	3	3
14	-5	-3	-5	-3
15	-6	-2	9	2
16	-1	-1	-6	-1
17	-1	-8	5	-4
18	0	-10	16	.
19	-1	-8	-7	-1
20	-7	-1	-17	0
21	-1	-4	-15	-5
22	.	3	12	-1
23	7	-8	2	-7
24	.	11	-13	6

(listing goes on)
cpd	mol	EWS-Fli inh	PAX8 reporter	PGC1a acetyl inh	PglD inh
25	COCC(C)OC(=O)c1c(N)n(CC(C)C)c2nc3ccccc3nc12 (centres undefined)	.	5	0	6
26	CC(Oc1ccccc1)C(=O)Nc1ccc(F)c(S(=O)(=O)N2CCOCC2)c1 (centres undefined)	-3	5	.	-4
27	Cc1ccnc(NC(=O)CNC(=O)Cc2cccc3ccccc23)c1	-82	20	16	.
28	CCC(=O)N(C)C[C@@H]1Oc2cc(-c3ccccc3F)ccc2S(=O)(=O)N([C@@H](C)CO)C[C@@H]1C	-1	.	-29	0
29	O=C(N[C@H](Cc1ccccc1)C(=O)N1CCCN(Cc2cccs2)CC1)[C@H]1O[C@@H](n2ccc(=O)[nH]c2=O)[C@H](O)[C@@H]1O	-17	-6	.	.
30	C[N+](C)(CC#Cc1ccccc1)CC(=O)c1ccccc1	.	-6	.	-1
31	CC(NC(=O)c1cc([N+](=O)[O-])cc([N+](=O)[O-])c1)C1CC2CCC1C2 (centres undefined)	6	12	.	0
32	Cc1cccc(C)c1NC(=S)/N=C/N(C)C	1	-3	13	1
33	CC(C)NC(=O)CSc1nnc(CNC(=O)OC(C)(C)C)n1C	2	-4	.	.
34	CC=Cc1ccc2n(c1=O)C[C@H]1[C@H](CO)[C@@H](C(=O)NCc3ccccc3F)N(CCC)[C@@H]21 (mixture of isomers)	-1	.	.	-2
35	Cc1ccc(S(=O)(=O)N(C)C[C@@H]2OCc3ccccc3-c3c(n(C)c4ccccc34)C(=O)N([C@H](C)CO)C[C@H]2C)cc1	21	.	-9	3
36	Cc1c(C(C)(C)O)[nH]c2cc(C(F)(F)F)ccc12	7	-2	19	-9

cpd	ERAP1 inh	S100A4 inh HTS	LGR2 antag	FN deposition inh
25	.	.	.	-8
26	-1	3	25	5
27	1	-3	10	.
28	-1	-5	-7	.
29	0	1	-2	9
30	.	.	-16	-65
31	0	-3	12	15
32	7	-3	.	-1
33	-3	-2	16	1
34	0	2	-2	.
35	0	-5	14	1
36	1	-4	-8	-14

Exported with each value named: part of the list above.
32: Cc1cccc(C)c1NC(=S)/N=C/N(C)C
- EWS-Fli inh: 1
- PAX8 reporter: -3
- PGC1a acetyl inh: 13
- PglD inh: 1
- ERAP1 inh: 7
- S100A4 inh HTS: -3
- LGR2 antag: .
- FN deposition inh: -1

33: CC(C)NC(=O)CSc1nnc(CNC(=O)OC(C)(C)C)n1C
- EWS-Fli inh: 2
- PAX8 reporter: -4
- PGC1a acetyl inh: .
- PglD inh: .
- ERAP1 inh: -3
- S100A4 inh HTS: -2
- LGR2 antag: 16
- FN deposition inh: 1

34: CC=Cc1ccc2n(c1=O)C[C@H]1[C@H](CO)[C@@H](C(=O)NCc3ccccc3F)N(CCC)[C@@H]21 (mixture of isomers)
- EWS-Fli inh: -1
- PAX8 reporter: .
- PGC1a acetyl inh: .
- PglD inh: -2
- ERAP1 inh: 0
- S100A4 inh HTS: 2
- LGR2 antag: -2
- FN deposition inh: .

Additional structures.
cpd	mol	EWS-Fli inh	PAX8 reporter	PGC1a acetyl inh	PglD inh
37	Cn1ccnc1SCC(=O)Nc1nc2c(F)c(F)c(F)cc2s1	-7	10	.	.
38	N/C(=N\OC(=O)c1ccc(Cl)cc1Cl)c1ccccn1	.	77*	.	0
39	Cc1ccc(SCc2c(C(=O)N/N=C/c3ccoc3)nnn2-c2nonc2N)cc1	-2	13	-10	-4
40	C[C@H](CO)N1C[C@H](C)[C@@H](CN(C)C(=O)C2CC2)Oc2cc(C3=CCCC3)ccc2S1(=O)=O	-4	.	-15	.
41	Cc1ccc(C)c(NC(=O)c2nnn(Cc3ccccc3)c2N)c1	.	-12	?	-5
42	CCc1cccc(NS(=O)(=O)c2ccc3c(c2)N(C)CCO3)c1	-1	25	-5	4
43	CCc1nc2ccc(C(=O)Nc3cccc(NS(C)(=O)=O)c3)cn2c1N(CC)CCOC	7	6	4	6
44	Cc1ccc2c(c1)C1CN(C)CCC1N2C(=S)NC(=O)c1ccc(Cl)cc1Cl (centres undefined)	5	2	.	.
45	CN(CC(=O)Nc1ccc2c(c1)OCCO2)S(=O)(=O)c1ccc(F)cc1	-59	-65	12	1
46	O=C(CCc1nnc2ccc(NCc3ccccc3)nn12)NCC1CCN(C2CCCC2)C1 (centres undefined)	.	-10	.	-6
47	CC(=O)Nc1cccc(-c2csc(Nc3cccc(C)n3)n2)c1	-68	.	7	1
48	O=C(Nc1cccc(-c2nnn(CC(=O)N3CCc4ccccc4C3)n2)c1)C1CCC1	-6	.	-13	-1

cpd	ERAP1 inh	S100A4 inh HTS	LGR2 antag	FN deposition inh
37	-4	0	-27	4
38	.	.	93*	1
39	-1	3	9	-1
40	.	.	0	-17
41	.	.	.	6
42	-2	4	12	-3
43	-6	-1	4	5
44	-1	-10	-6	4
45	-5	1	25	-12
46	3	0	10	-14
47	0	0	-58	.
48	-5	3	8	.

Going on with the list:
cpd	mol	EWS-Fli inh	PAX8 reporter	PGC1a acetyl inh	PglD inh
49	CN1C(=O)c2cc(NS(=O)(=O)c3ccccc3F)ccc2OC[C@H]2O[C@@H](CC(=O)NC3Cc4ccccc4C3)CC[C@H]21	3	30	.	1
50	COc1ccc(NC(=O)Nc2ccc3c(c2)C(=O)N([C@@H](C)CO)C[C@@H](C)[C@H](CN(C)S(=O)(=O)c2ccc(OC)cc2)OCCCC[C@H](C)O3)cc1	-17	16	3	-2
51	COc1cccc(OC)c1C(=O)Nn1c(-c2cccs2)nc2ccccc2c1=O	-6	1	.	.
52	COCCNC(=O)C1CCCN(C(=O)c2sc(-c3ccccc3)nc2C)CC1 (centres undefined)	11	4	-10	1
53	CCOc1ccc(C2NC(=O)C(C#N)=C(S)N2c2cccc(C)c2)cc1OC (centres undefined)	0	14	2	.
54	COCC(=O)N1CC(=O)N2[C@H](C1)[C@H](c1ccc(-c3ccccc3)cc1)[C@@H]2CO	4	.	7	.
55	Cc1ccc(C(=O)NCC(c2ccco2)N2CCc3ccccc32)cc1 (centres undefined)	-2	9	.	4
56	COc1ccc(N=Nc2cc(-c3ccccc3)ccc2O)cc1	-18	0	-7	-1
57	COc1cc(/C=C/C(=O)OCC(=O)NC(=O)NC(C)C)ccc1O	20	7	6	0
58	COc1ccc(C2=NO[C@@](CC(=O)O)(C(=O)Nc3ccc4c(c3)OCCO4)C2)cc1	-23	-6	6	0
59	COc1ccccc1C(=O)Nc1ccc2c(c1)OC[C@H](C)NC[C@@H](C)[C@@H](OC)CN(C)C2=O	-4	3	9	3
60	CO[C@H]1CN(C)C(=O)c2cc(NC(=O)c3nc4ccccc4s3)ccc2OC[C@H](C)N(Cc2ccncc2)C[C@@H]1C	8	22	.	1
61	CCCNC(=O)N1CC2(C1)[C@@H](c1ccccc1)[C@H](CO)N2C(=O)C1CCC1	13	.	.	.

cpd	ERAP1 inh	S100A4 inh HTS	LGR2 antag	FN deposition inh
49	2	32	-6	-4
50	.	.	-2	-5
51	-4	3	-19	-1
52	1	4	-10	-7
53	1	12	2	-5
54	1	5	1	.
55	-1	-4	13	-17
56	-3	-3	-7	-18
57	-2	-4	-1	-8
58	3	1	-14	-4
59	12	10	4	-8
60	2	-3	0	1
61	0	17	-11	-4

High-throughput results as filed in PubChem BioAssay.
